Source: PubChem BioAssay (National Center for Advancing Translational Sciences (NCATS))
Pol iota inh: qHTS for Inhibitors of Polymerase Iota | 390,000 compounds, 1% hits | DNA polymerase iota (Homo sapiens), Q9UNA4 | Potency, µM (series often up to 115 µM), for the others: at the highest dose activity, negative = inhibition, hits mostly inhibitors | AID 588590, 2011 | Pol iota fluorescent replication assay, 10 min; further: potency means the concentration at half of the fitted maximal effect
Target sequence (Q9UNA4 whole entry, looked up): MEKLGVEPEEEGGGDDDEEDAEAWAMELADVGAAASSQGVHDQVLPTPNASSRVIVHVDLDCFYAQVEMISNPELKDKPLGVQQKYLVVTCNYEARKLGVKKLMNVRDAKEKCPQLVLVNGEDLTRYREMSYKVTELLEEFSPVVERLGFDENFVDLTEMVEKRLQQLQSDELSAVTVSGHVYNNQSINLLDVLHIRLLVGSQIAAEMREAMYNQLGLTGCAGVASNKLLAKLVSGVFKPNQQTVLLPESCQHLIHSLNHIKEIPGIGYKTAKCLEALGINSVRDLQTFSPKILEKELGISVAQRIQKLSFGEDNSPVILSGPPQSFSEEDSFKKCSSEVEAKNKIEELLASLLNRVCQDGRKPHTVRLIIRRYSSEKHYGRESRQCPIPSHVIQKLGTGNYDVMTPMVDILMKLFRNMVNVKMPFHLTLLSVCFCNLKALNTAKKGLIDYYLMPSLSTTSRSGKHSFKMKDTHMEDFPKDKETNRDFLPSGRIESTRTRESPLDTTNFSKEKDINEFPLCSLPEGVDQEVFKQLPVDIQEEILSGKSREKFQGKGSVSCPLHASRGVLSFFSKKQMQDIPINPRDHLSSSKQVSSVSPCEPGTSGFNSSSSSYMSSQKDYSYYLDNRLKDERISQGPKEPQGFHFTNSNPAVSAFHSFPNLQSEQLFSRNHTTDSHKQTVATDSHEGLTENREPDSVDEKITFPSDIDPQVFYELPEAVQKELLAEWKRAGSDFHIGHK
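Fluorescent replication assay read twice, at 0 min and 10 min after adding 50 nM (final) substrate. Enzyme (10 nM) and compounds were first incubated 15 min at room temperature; enzyme-free buffer wells were negative controls.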
POLB inh: qHTS Assay for Inhibitors of DNA Polymerase Beta; P06746; Potency, µM (titrated, usually from 114 µM), inactives show at the highest dose activity change, negative = inhibition, most hits filed as inhibitors; 340,000 compounds, 1.3% hits; Pol beta primer extension/strand displacement, fluorescence kinetic; AID 485314, 2010; further: potency means the concentration at half of the fitted maximal effect; on the % scale 0 is the no-effect control and ±100 the full control effect
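Preincubation: enzyme (10 nM) with compound, 15 min, RT. Reaction: substrate added to 50 nM final. Reads: 0 and 10 min. Analysis: normalized, Hill fit.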
LDHA inh: qHTS assay for inhibitors of human lactate dehydrogenase; L-lactate dehydrogenase A chain (Homo sapiens), P00338; purified LDHA, NADH/diaphorase-resazurin fluorescence; hits give low values; activity change, % (values are at about 110 or 230 µM); 480,000 compounds, 0.15% hits; AID 1347041, 2019; in the data active means activity change below about -30%; inconclusive means mostly about -25% to -30%;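 further: plate controls were DMSO wells for no effect and wells without enzyme for full effect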
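Remaining NADH was detected by diaphorase (0.133 mg/mL) converting 37 µM resazurin to fluorescent resorufin, read at 0 and 20 minutes. The preceding 5-minute room-temperature reaction used 2 nM LDHA, 0.2 mM sodium pyruvate and 0.06 mM NADH at pH 7.4.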
Pol kappa inh: qHTS for Inhibitors of Polymerase Kappa; DNA polymerase kappa (Homo sapiens), Q9UBT6; purified Pol kappa, fluorescent DNA synthesis assay, 10 min; Potency, µM (top dose mostly 107 µM), inactives show top-dose activity, negative = inhibition, hits mostly inhibitors; 400,000 compounds, 0.53% hits; further: potency means the concentration at half of the fitted maximal effect; on the % scale 0 is the no-effect control and ±100 the full control effect
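Kinetic fluorescence readout at 0 and 10 min followed reaction start with substrate at 50 nM final. Beforehand, enzyme (10 nM Pol kappa) stood 15 min with compound at room temperature; buffer-only wells were negative controls.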
Pol eta inh: qHTS for Inhibitors of Polymerase Eta | DNA polymerase eta (Homo sapiens), Q9Y253 | recombinant Pol eta, fluorescent DNA replication assay | Potency, µM (doses to about 114 µM), for the others: at the top dose activity change, negative = inhibition, actives largely listed as inhibitors | 390,000 compounds, 1.2% hits; further: potency means the concentration at half of the fitted maximal effect; on the % scale 0 is the no-effect control and ±100 the full control effect
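Fluorescent replication assay: 50 nM final substrate added after a 15 min room-temperature compound preincubation with 10 nM enzyme. Signal taken at 0 min and again at 10 min.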
BLM helicase inh: qHTS Assay for Inhibitors of Bloom's syndrome helicase (BLM); RecQ-like DNA helicase BLM (Homo sapiens), P54132; recombinant BLM DNA unwinding, fluorescence dequenching; Potency, µM (titrated, usually from 56.1 µM), inactives show at the top dose activity change, negative = inhibition, usual class: inhibitors; 350,000 compounds, 0.2% hits; AID 2528, 2010;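 further: potency means the concentration at half of the fitted maximal effect; plate controls were vehicle for no effect and no enzyme for full effect; nearly all actives have a fitted effect of over 35% in size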
Anesthetic bind: qHTS Assay for Identification of Novel General Anesthetics; Potency, µM (doses to about 77.5 µM), without a hit: at the highest dose activity change, negative = displacement, most hits filed as inhibitors; Ferritin light chain (Equus caballus), P02791; 350,000 compounds, 0.074% hits; AID 485281, 2010; apoferritin/1-aminoanthracene competitive binding, fluorescence; further: potency means the concentration at half of the fitted maximal effect; on the % scale 0 is the no-effect control and ±100 the full control effect; nearly all actives have a fitted effect of over 20% in size
Target sequence (P02791 2-175 limits assumed): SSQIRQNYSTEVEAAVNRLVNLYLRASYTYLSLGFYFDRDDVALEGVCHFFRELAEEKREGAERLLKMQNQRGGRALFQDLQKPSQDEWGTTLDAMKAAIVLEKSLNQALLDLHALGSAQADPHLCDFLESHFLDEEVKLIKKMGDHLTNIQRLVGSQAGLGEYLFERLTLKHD
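10 uM apoferritin + 50% sat. 1-AMA, PBS; cpd 10 min RT; Ex380/Em535 endpoint; normalized to free probe vs complex; 4-param Hill fit; propofol titration as pos. ctrl.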
APE1 inh: qHTS Assay for Inhibitors of the Human Apurinic/apyrimidinic Endonuclease 1 (APE1); 350,000 compounds, 0.35% hits; Potency, µM (top dose mostly 65.8 µM), without a hit: at the top dose activity change, negative = inhibition, usual class: inhibitors; DNA repair nuclease/redox regulator APEX1 (Homo sapiens), P27695; recombinant APE1, TAMRA/BHQ-2 abasic DNA cleavage fluorescence; AID 2517, 2012;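 further: potency means the concentration at half of the fitted maximal effect; plate controls were vehicle for no effect and reference inhibitor for full effect; nearly all actives have a fitted effect of over 55% in size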
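Quantitative HTS: incision of a TAMRA/BHQ-2 double-stranded substrate bearing a tetrahydrofuran abasic site by 0.75 nM APE1 raises fluorescence. Substrate 50 nM final, added after 15 min compound preincubation at room temperature; progress as third-minus-first kinetic read difference.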
Glioma ERSR ind: qHTS for Inducers of the Endoplasmic Reticulum Stress Response (ERSR) in Human Glioma: qHTS. U87-MG GRP78 promoter luciferase reporter, 16 h. Potency, µM, for inactives: at the top dose activation, hits mostly activators. 420,000 compounds, 0.02% hits. AID 602332, 2012; further: potency means the concentration at half of the fitted maximal effect; series mostly up to about 76 µM; % of control where 0% means no effect; nearly all actives have a fitted effect of over 35% in size
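ERSR induction read as luciferase luminescence (Bright-Glo, 10 min at room temperature) in stably transfected human U87-MG glioma cells exposed to compounds for 16 h, using GRP78 as sensor.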
The depositor's hits bear a star; ? = inconclusive; . = no result given; & = joins results of further samples; [ ] = dose if it differs, or a comment. Unless noted, the call rests on the fitted dose curve; in most records, active means well fitted curve in the direction sought with a large enough effect; inconclusive means small, poorly fitted or top-dose-only effect, or another doubt; inactive means no such curve, though single readings can be large; an effect the other way counts as inactive or inconclusive.

SMILES	Pol iota inh	POLB inh	LDHA inh	Pol kappa inh	Pol eta inh	BLM helicase inh	Anesthetic bind	APE1 inh	Glioma ERSR ind
COc1cc(/C=C2\SC(=Nc3ccc(N4CCOCC4)cc3)N(C)C2=O)ccc1OC(C)C(=O)O (centres undefined)	8.6%	41.4%	1.3	-7.5%	?	1.2%	-5.9%	-4.2%	-1.9%
Cc1ccc2nc(N3CCN(Cc4ccc(F)cc4)C3=O)c(C)cc2c1	-4.5%	?	1.6	-7.2%	-6.1%	-4.3%	?	-6.4%	1.1%
C=CCCC(=O)Nc1nc(C)c(-c2csc(Nc3ccccc3OC)n2)s1	8.7%	1.7%	5.4	4.6%	-4.9%	-8.7%	-16.6%	-2.4%	-2.6%
COc1ccc2c(c1)c1c(c(=O)n(-c3cccc(C)c3)c(=O)n1CC(=O)NCc1ccc(C)cc1)n2C	13.6%	27.0%	-3.5	7.3%	-5.9%	-2.3%	8.5%	.	-0.3%
CCCc1ccc(S(=O)(=O)N(C)S(=O)(=O)c2ccc(F)cc2)cc1	9.8%	18.7%	-4.6	-4.7%	-1.7%	-9.1%	0.0%	18.2%	-2.0%
O=C(N/N=C/c1cc2ccccc2[nH]1)c1ccccc1Cl	42.8%[activator]	-2.5%	-0.6	-3.2%	-9.7%	-5.7%	3.5%	0.1%	-0.5%
NC(=S)N/N=C/c1coc2ccc(Br)cc2c1=O	36.6%[activator]	12.1%	-2.5	-11.3%	-14.9%	-9.0%	-14.5%	-5.5%	-3.1%
C/C(=N\NC(=O)c1ccncc1)c1cccc(NC(=O)c2ccc(Cl)s2)c1	33.7%[activator]	-7.9%	-3.2	1.4%	-7.3%	0.9%	-23.8%	-2.7%	-1.6%
CCCCc1nc2sc3c(SCC(=O)NCc4ccco4)ncnc3c2c2c1CCC2	-14.6%	?	0.1	-21.2%	22.4µM*	-5.4%	-11.2%	?	-7.3%
O=C(NCC1CCCO1)c1cc2c([nH]c3ccccc32)c(-c2cccc(Br)c2)n1 (centres undefined)	16.1%	-0.4%	0.7	6.3%	-23.6%	-6.6%	303.8%[activator]	21.0%	-1.7%
CC(C)c1nc2ccc(C(=O)NCCCN3CCN(c4cccc(Cl)c4)CC3)cc2o1	37.7%[activator]	0.8%	0.6	-10.6%[60.1 µM]	-7.9%	-2.4%	-11.6%	.	-0.4%
CC(C)(C)OC(=O)NC(=NCCCc1cn(CC(=O)N2CCN(C(=O)OC(C)(C)C)CC2)nn1)NC(=O)OC(C)(C)C	22.0%	-5.9%	3.6	9.0%	-15.3%	3.6%	-18.8%	1.3%	-1.0%
Cc1ccc(C(=O)OCC(=O)NC(C)C)cc1S(=O)(=O)N1CCOCC1	161.8%[activator]	9.0%	-8.1	-0.7%	3.9%	-8.2%	2.7%	10.7%	6.5%
COc1ccc(OC)c(CCNC(=O)CSc2ccsc2[N+](=O)[O-])c1	44.7µM*	-11.2%	-1.1	?	39.8µM*	-8.4%	-19.8%	-6.7%	3.1%
COc1ccc(-c2cc(C(=O)Nc3ccc4c(c3)OCO4)no2)cc1OC	113.6%&38.9%[activator]	13.6%&15.1%	1.6&2.9	-21.6%&-26.8%	-6.1%&-7.2%	-3.9%&-7.5%	6.8%&2.0%	-10.3%	1.6%&-2.3%
CCOC(=O)C1C2C=CC3(CN(c4ccc(Cl)c(F)c4)C(=O)C13)O2 (centres undefined)	17.7%	4.6%	-1.4	-19.1%	-10.3%	-3.0%	4.9%	-2.5%	-6.2%
COCCC1CCCCN1C(=O)c1cc(COc2cccc(C(C)=O)c2)on1 (centres undefined)	37.7%[activator]	-1.5%	-7.1	-1.7%	3.8%	-1.4%	?	9.6%	12.6%
CCC(CC)C(=O)NCCc1cc2c(OC)ccc(OC)c2[nH]c1=O	11.5%	-0.9%	10.4	-12.6%	-3.7%	0.3%	-6.0%	?	2.5%
Nc1ccc(C23CC4CC(CC(CO)(C4)C2)C3)cc1	18.9%	33.4%	-1.3	-17.6%	-16.9%	-4.5%	?	5.2%	-0.1%
COCCCn1c(=O)/c(=C\c2ccc(OC(F)F)c(OC)c2)s/c1=C(/C#N)C(=O)NCCOC	45.1%[activator]	26.2%	-14.1	-7.1%	-19.8%	-2.6%	-10.4%	13.5%	-2.3%
CCN1CSC(=S)N(Cc2ccccc2)C1	-9.7%	24.8%	-4.9	-11.2%	4.3%	0.3%	4.2%	-2.8%	-9.9%
COc1ccc(COC(=O)CCS(=O)(=O)c2ccc(C)cc2)cc1	-1.3%	.	2.2	-8.6%	-6.6%	.	.	-17.4%	-5.1%
CCOc1ccc(NC(=O)CSc2nc3ccccc3c(=O)n2CCCC(=O)NCCCN2CCCC2=O)cc1	38.9%[activator]	11.7%	1.3	5.4%	-8.3%	-6.5%	-3.7%	0.1%	-3.9%
CN1C(=O)c2ccc(C(=O)Nc3ccccc3O)cc2C1=O	15.6%	12.2%	-1.7	8.7%	-2.0%	-3.6%	-8.0%	17.5%	2.6%
O=[N+]([O-])c1ccccc1NCCNc1ncc(C(F)(F)F)cc1Cl	12.6%	4.5%	-2.3	-8.0%	-4.0%	-0.6%	-22.0%	13.8%	2.1%
C(=N\N1CCN(C2c3ccccc3-c3ccccc32)CC1)/c1ccncc1	17.4%	1.6%	2.6	-10.1%	-23.0%	0.0%	-16.7%	-1.6%	-2.8%
C/C(=N\NC(=O)c1ccc(-c2ccccc2)cc1)C1C(=O)c2ccccc2C1=O	?	-9.2%	-1.6	-5.0%	31.6µM*	-5.7%	-20.1%	5.3%	-3.8%
O=C1c2ccccc2C(=O)N1c1ccccn1	24.6%	.	-9.0&0.7	7.0%	.	.	.	.	-5.4%
C/C(=N\NC(=S)NCCc1ccccc1)c1ccc(Cl)cc1Cl	98.9%[activator]	?	-12.7	-12.5%	-10.7%	-10.1%	44.3%[activator]	71.0%[activator]	-4.6%
Cc1ccc(S(=O)(=O)N2CCN(Cc3ccccc3Cl)CC2)cc1	-5.2%	2.0%	-21.8	-17.9%	-7.2%	-8.7%	76.8%[activator]	.	0.4%
COc1ccc(NC(=O)NCc2ccccn2)cc1OC	140.9%[activator]	14.5%	1.4	-17.5%	-9.2%	4.9%	2.1%	29.1%	-4.9%
CCCC(=O)Nc1cccc(-c2nc3cc(C)c(C)cc3o2)c1	-3.3%	-29.6%	-5.1	-6.3%	-8.4%	-0.8%	-9.1%	1.7%	-4.1%
COc1ccccc1N1CCN(C(=O)c2ccc(S(=O)(=O)N3CCCCC3)cc2)CC1	6.3%	3.8%	-0.3	-3.0%	-17.5%	-3.1%	-16.9%	-2.6%	-7.9%
Cc1ccc(SCCn2nc(C(=O)O)c3ccccc3c2=O)cc1	87.2%[activator]	0.9%	2.2	-6.3%	-10.9%	-0.2%	-17.3%	0.7%	-3.8%
CCC1(c2ccc(F)cc2)NC(=O)N(CC(=O)N2CCc3ccccc3C2)C1=O (centres undefined)	-1.4%	.	-7.6	-6.0%	-4.0%	.	.	10.1%	-0.3%
CC(C(=O)Nc1sc2c(c1C(=O)NCc1ccco1)CCCC2)N1C(=O)c2ccccc2C1=O (centres undefined)	?	9.9%	-0.9	-13.0%	-2.1%	-3.6%	-11.3%	1.0%	1.5%
O=C(CNC(=O)c1ccc(Br)o1)NCc1ccccc1	?	-14.6%	-3.9	3.3%	-22.8%	-2.6%	-5.4%	27.9%	-5.2%
O=C(Nc1cc2c(oc1=O)CCCC2=O)c1ccc(Cl)cc1	-98.5%	3.55µM*	-7.1	17.8µM*	11.2µM*	?	-15.8%	?	2.1%
Cc1cccc(NC(=O)CSCC(=O)Nc2ccccc2C(=O)NC2CC2)c1	16.6%	.	-5.7	3.1%	-10.0%	.	.	33.2%	-2.9%
CCOc1ccc(NC(=O)Cn2c(=O)n(Cc3ccco3)c(=O)c3oc4ccccc4c32)cc1	-9.8%	0.2%	-9.6	-22.5%	-1.0%	-6.2%	-16.4%	.	-3.8%
Nc1cccc(CCc2ccncc2)c1	-7.2%	12.5%	-1.4	-6.8%	-19.5%	-3.2%	?	14.0%	-1.4%
CCOC(=O)C[n+]1c(C)csc1C	37.1%[activator]	-17.7%	-3.9	5.7%	-10.7%	-9.9%	6.5%	3.8%	-3.3%
Cn1c2ccc(Cl)cc2c2nc3ccccc3nc21	?	0.2%	-12.6	-5.7%	-19.5%	-11.7%	-11.1%	-5.9%	-0.8%
O=C(c1ccccc1)c1c[nH]c(C(=O)NCCCN2CCOCC2)c1	8.9%	13.7%	0.0	-7.9%	-16.3%	0.8%	-6.4%	-5.1%	-3.4%
O=C1NC2=C(C(=O)CCC2)C(c2ccc3ncccc3c2)N1 (centres undefined)	11.8%	13.4%	-4.0	-5.0%	10.8%	-1.6%	4.2%	1.2%	-1.5%
COc1ccc(CN(Cc2cccnc2)S(=O)(=O)c2ccc(-n3cnnn3)c(C)c2)cc1OC	11.3%	33.3%	-2.1	-10.4%	-7.3%	2.6%	-18.9%	-0.9%	-3.7%

A portion of the library; the hit share may differ from the screen's.
